USP2a inh = blocks human ubiquitin-specific protease USP2a; AID 463254; USP2 core, Ub-CHOP2 coupled fluorogenic reporter, 485/531; O75604; Potency, µM (series often up to 38.3 µM), for inactives: at the highest dose activity change, negative = inhibition, actives largely listed as inhibitors; actives 0.01% (n = 330,000);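 also: potency is read from the fitted curve at half-maximal effect; plate controls were DMSO wells for no effect and full inhibition by NEM control for full effect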
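Deubiquitinase activity read as fluorescence (485/531 nm) after Ub-CHOP2 cleavage activates the enterokinase reporter on its substrate; USP2 core 10nM, Ub-CHOP2 and substrate 25nM each, 30min compound preincubation then 60min RT; data normalized to NEM, curves fitted.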
Chronic BCR inh = chronic active BCR signaling inhibition; Potency, µM (titrated, usually from 46.1 µM), inactives show at the highest dose ratio change, negative = lower green/red ratio, hits mostly inhibitors; actives 0.05% (n = 340,000); ABC-DLBCL IkBa-CBG/CBR reporter, luminescence ratio, 4 h; active = well fitted inhibition curve with a large enough effect in the signal ratio, with a control signal flat, not every such curve was filed as active; inconclusive = small, poorly fitted or top-dose-only effect, or effect the other way, or a change in a side signal; the % refers to the signal ratio;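 also: potency is read from the fitted curve at half-maximal effect; plate controls were basal doxycycline-induced cells for no effect and cells given 10 µM MG132 for full effect; MG132 reads +100%, hits lower the ratio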
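Concentration-response series (up to 46 uM) were applied to TMD8 dual-reporter cells for 4 h at 37C with doxycycline. Green/red ratio, after filter-overlap correction, defined %Activity; red signal alone was normalised to basal cells and zero luminescence.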
Mito fusion yeast = blocks mitochondrial division or promotes mitochondrial fusion | S. cerevisiae fusion-defective mutant growth rescue, CellTiterGlo 48 h | actives 0.23% (n = 320,000) | Potency, µM (titrated, usually from 46.1 µM), for the others: at the top dose growth rescue (activation), most hits filed as activators;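 also: potency is read from the fitted curve at half-maximal effect; % of control where 0% means no effect; nearly all actives have a fitted effect of over 45% in size; temperature-sensitive fusion mutants such as fzo1-1 at 37 °C on non-fermentable ethanol glycerol medium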
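Growth-rescue viability read-out: after 48 h at the non-permissive 37C in glycerol/ethanol YPEG, yeast mitochondrial fusion mutants are measured by CellTiterGlo luminescence; compounds (23 nl pinned per well) restoring growth score as division inhibitors or fusion activators.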
B2AR arrestin = agonists driving beta-arrestin recruitment to human beta2-adrenergic receptor; P07550; beta-arrestin recruitment to beta2AR, cell-based reporter; Potency, µM (titrated, usually from 46.1 µM), for the others: at the top dose activation, hits mostly activators; actives 0.02% (n = 330,000); AID 492947;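 also: potency is read from the fitted curve at half-maximal effect; 0% = DMSO controls and full agonism = EC100 isoproterenol or metaproterenol; nearly all actives have a fitted effect of over 65% in size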
Target sequence (P07550 whole entry, looked up): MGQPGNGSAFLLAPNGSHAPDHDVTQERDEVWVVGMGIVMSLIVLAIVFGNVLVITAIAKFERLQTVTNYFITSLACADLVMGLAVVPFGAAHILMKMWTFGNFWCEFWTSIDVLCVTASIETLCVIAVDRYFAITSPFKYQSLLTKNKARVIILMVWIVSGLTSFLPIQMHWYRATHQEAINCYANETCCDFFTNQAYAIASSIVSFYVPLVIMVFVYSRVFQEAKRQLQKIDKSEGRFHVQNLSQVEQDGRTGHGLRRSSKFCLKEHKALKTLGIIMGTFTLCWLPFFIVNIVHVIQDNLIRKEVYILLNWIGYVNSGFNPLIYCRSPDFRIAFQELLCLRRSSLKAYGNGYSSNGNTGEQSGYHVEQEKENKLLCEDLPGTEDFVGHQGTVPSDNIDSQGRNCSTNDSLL
Tb PFK block = blocks T. brucei phosphofructokinase; O15648; T. brucei PFK, ADP-Glo luminescence; Potency, µM (series often up to 57.5 µM), without a hit: at the highest dose activity, negative = inhibition, hits mostly inhibitors; actives 0.17% (n = 330,000);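 also: potency is read from the fitted curve at half-maximal effect; 0% = uninhibited 1x PFK enzyme wells and -100% = no-enzyme wells; nearly all actives have a fitted effect of over 60% in size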
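Activity is normalized to no-enzyme wells (full inhibition) and 1.25 nM enzyme wells (no inhibition). Reaction: 0.5 mM F6P, 0.1 mM ATP, 45 min RT, ADP-Glo luminescence; concentration-response curves fitted and classed by quality.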
Eya2 inh = Eya2 (human) phosphatase inhibition; recombinant Eya2, OMFP fluorescence dephosphorylation (OMFP is methylfluorescein phosphate); Potency, µM (doses to about 76.9 µM), for the others: at the top dose activity, negative = inhibition, usual class: inhibitors; actives 0.006% (n = 330,000); also: potency is read from the fitted curve at half-maximal effect; % is scaled to controls: 0 for no effect and ±100 for the full control effect
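Eya2 (0.2 uM) preincubated 10 min at ambient with compound, then OMFP substrate added at 50 uM; 10 min reaction in 50 mM HEPES pH 7.5, 50 mM NaCl, 5 uM MgCl2, 0.05% BSA, 1 mM DTT. Fluorescence read at Ex 485/Em 525 nm.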
TCR activator = activates T cell receptor signaling; 330,000 tested, under 10 active; primary human leukocytes, anti-CD3, IL-2 HTRF, 48 h; Potency, µM (doses to about 9.22 µM), without a hit: at the top dose activation of IL-2 secretion, usual class: activators; AID 504894; also: % of control where 0% means no effect
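Using a-CD3 beads without co-stimulation, primary human leukocytes were exposed to compounds for 48 hr. An HTRF IL-2 kit measured the cytokine, with europium-to-d2 energy transfer producing emission at 665nm upon 320nm excitation.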
ELG1 DNA repair = inhibitors of ELG1-dependent DNA repair in HEK293T cells; Potency, µM (doses to about 46.1 µM), without a hit: top-dose activity change, negative = inhibition, actives largely listed as inhibitors; HEK293T ELG1-luciferase reporter, luminescence, 16 h; DNA damage induced by 5-fluorouridine; actives 2.3% (n = 330,000); also: potency is read from the fitted curve at half-maximal effect; % is scaled to controls: 0 for no effect and ±100 for the full control effect; nearly all actives have a fitted effect of over 55% in size
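5-Fluorouridine DNA damage + compound/DMSO, 2,000 cells/well, 16 h, 37 °C/5% CO2. ONE-Glo, 30 min RT, luminescence. Readout = decrease in reporter signal.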
PTAP TSG101 blk = blocks PTAP/TSG101 interaction to inhibit HIV-1 budding | Fluorescence polarization, FITC-PTAP peptide / Tsg101 binding | Potency, µM (doses to about 115 µM), for inactives: at the top dose activity change, negative = inhibition, hits mostly inhibitors | 340,000 tested, under 10 active; active = well fitted inhibition curve with a large enough effect in the main read-out, with a control signal flat, not every such curve was filed as active; inconclusive = small, poorly fitted or top-dose-only effect, or effect the other way, or a change in a side signal; inactive = no such curve, though single readings can be large or run the other way; also: potency is read from the fitted curve at half-maximal effect; % of control where 0% means no effect
Target sequence (Q99816 whole entry, looked up): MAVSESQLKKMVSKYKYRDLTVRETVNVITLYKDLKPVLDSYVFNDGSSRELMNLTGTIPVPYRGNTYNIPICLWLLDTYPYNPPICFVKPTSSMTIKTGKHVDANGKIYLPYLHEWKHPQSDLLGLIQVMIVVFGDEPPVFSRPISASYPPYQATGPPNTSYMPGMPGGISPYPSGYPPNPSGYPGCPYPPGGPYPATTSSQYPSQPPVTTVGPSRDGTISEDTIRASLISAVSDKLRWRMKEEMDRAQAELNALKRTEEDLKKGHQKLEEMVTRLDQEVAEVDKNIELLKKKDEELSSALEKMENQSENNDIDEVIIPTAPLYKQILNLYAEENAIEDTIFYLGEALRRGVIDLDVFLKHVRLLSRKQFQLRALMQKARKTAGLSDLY
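Tsg101 binding domain (10 uM final) was mixed with compound and a FITC-labeled PTAP peptide (50 nM final) in HEPES pH 7.5 buffer with NaCl, Tween 20, EDTA and TCEP; fluorescence polarization was read after 20 min at r.t.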
TSHR antagonist = human thyrotropin receptor antagonism; P16473; TSHR-expressing cells, TSH-stimulated cAMP HTRF, 2 h; hits give low values; activity change, negative = inhibition, % at 11.5 µM; actives 0.2% (n = 330,000); AID 504810;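 active = activity change below a set negative limit, meaning inhibition stronger than a set level, cut at about -70% in these data; inconclusive = activity change between two set negative limits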; also: % is scaled to controls: 0 for no effect and ±100 for the full control effect
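TSHR-expressing cells, 200/well, pre-treated with compound, then stimulated with EC80 TSH (4nM final) for 2 hours at 37 deg C. cAMP measured by competitive HTRF: anti-cAMP cryptate antibody in lysis buffer plus cAMP-d2, read after 30 minutes at room temperature.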
uPA surface inh = cell surface uPA generation inhibition; actives 0.31% (n = 330,000); cell surface uPA generation assay, qHTS; Potency, µM (highest dose often 38.3 µM), without a hit: at the highest dose activity change, negative = inhibition, actives largely listed as inhibitors; AID 540303; active = well fitted inhibition curve with a large enough effect; inconclusive = small, poorly fitted or top-dose-only effect; inactive = no such curve, though single readings can be large or run the other way; tested in mouse RAW 264.7 cells; also: potency is read from the fitted curve at half-maximal effect; % is scaled to controls: 0 for no effect and ±100 for the full control effect; nearly all actives have a fitted effect of over 55% in size
The depositor's hits bear a star; ? = inconclusive; · = not tested or not shown; & = joins results of further samples; [ ] = another dose, or the depositor's remark. Unless noted, calls follow the shape of the dose curve; as a rule, active = well fitted curve in the direction sought with a large enough effect; inconclusive = small, poorly fitted or top-dose-only effect, or another doubt; inactive = no such curve, though single readings can be large; an effect the other way counts as inactive or inconclusive. This is a random part of the collection. Share with any hit: about 3%.

SMILES | USP2a inh | Chronic BCR inh | Mito fusion yeast | B2AR arrestin | Tb PFK block | Eya2 inh | TCR activator | ELG1 DNA repair | PTAP TSG101 blk | TSHR antagonist | uPA surface inh
CCC(C)N(C(=O)Cn1c(=O)cnc2ccccc21)C1CCS(=O)(=O)C1 (configuration not stated) | 0% | 4% | 1% | 0.2% | -3% | 11% | 1% | 14% | 0% | 5 | 3%
C=C1CCN(C(CC(C)C)C(=O)OC)S(=O)(=O)c2ccccc21 (configuration not stated) | 2% | 2% | -58%[inhibitor] | -0.3% | 0% | -11% | -5% | -1% | -2% | -18 | -15%
CCn1c(SC)nnc1C1CCN(CC(=O)Nc2ccccc2N2CCOCC2)CC1 | 2% | 0% | -5% | 0.1% | 0% | 7% | 5% | 0% | -3% | -4 | 1%
COc1cccc(C2/C(=C(/O)c3cnn(-c4ccccc4)c3C)C(=O)C(=O)N2CCN(C)C)c1OC (configuration not stated) | 2% | ? | 16% | -0.2% | 4% | -4% | -2% | ? | -6% | -5 | -1%
O=C(c1ccccc1NS(=O)(=O)c1ccc(Br)s1)N1CCCC1 | -2% | 23% | -6% | -0.2% | 0% | 10% | -1% | -17% | -5% | 0 | 3%
NC(=O)C1CCN(C(=O)C2CCC(=O)N(C3CCCCCC3)C2)CC1 (configuration not stated) | -4% | 0% | 2% | -0.3% | 1% | 3% | -12% | 0% | -5% | -6 | 3%
COc1ccc(N(CC(=O)NC2CCCC2)C(=O)Cn2nnc(-c3ccc(F)cc3)n2)cc1OC | -1% | 0% | -5% | 0.2% | 1% | 19% | 2% | -6% | -3% | -5 | ·
C=CCn1c(=O)c(C(=O)Nc2ccccc2S(N)(=O)=O)c(O)c2ccccc21 | 2% | ? | 22% | 0.4% | 3% | -17% | · | ? | -1% | -9 | 2%

Record cards, as listed above. Screens in order: USP2a inh | Chronic BCR inh | Mito fusion yeast | B2AR arrestin | Tb PFK block | Eya2 inh | TCR activator | ELG1 DNA repair | PTAP TSG101 blk | TSHR antagonist | uPA surface inh
CCn1c(SC)nnc1C1CCN(CC(=O)Nc2ccccc2N2CCOCC2)CC1 in the list: 2% | 0% | -5% | 0.1% | 0% | 7% | 5% | 0% | -3% | -4 | 1%
COc1ccc(N(CC(=O)NC2CCCC2)C(=O)Cn2nnc(-c3ccc(F)cc3)n2)cc1OC in the list: -1% | 0% | -5% | 0.2% | 1% | 19% | 2% | -6% | -3% | -5 | ·
COc1cccc(C2/C(=C(/O)c3cnn(-c4ccccc4)c3C)C(=O)C(=O)N2CCN(C)C)c1OC (configuration not stated) in the list: 2% | ? | 16% | -0.2% | 4% | -4% | -2% | ? | -6% | -5 | -1%
C=C1CCN(C(CC(C)C)C(=O)OC)S(=O)(=O)c2ccccc21 (configuration not stated) in the list: 2% | 2% | -58%[inhibitor] | -0.3% | 0% | -11% | -5% | -1% | -2% | -18 | -15%
O=C(c1ccccc1NS(=O)(=O)c1ccc(Br)s1)N1CCCC1 in the list: -2% | 23% | -6% | -0.2% | 0% | 10% | -1% | -17% | -5% | 0 | 3%

Additional structures follow:
SMILES | USP2a inh | Chronic BCR inh | Mito fusion yeast | B2AR arrestin | Tb PFK block | Eya2 inh | TCR activator | ELG1 DNA repair | PTAP TSG101 blk | TSHR antagonist | uPA surface inh
Cc1[nH]c2ccc(C(=O)NCCCN3CCN(C)CC3)cc2c1C | 0% | 6% | -20% | 0.0% | 1% | -9% | 6% | 21% | 0% | 6 | -6%
CN(CC(=O)Nc1ccccc1C(F)(F)F)C(=O)CSCc1ccc(Cl)c(Cl)c1 | -2% | -8% | 5% | -0.4% | -18% | -16% | 4% | -22% | 1% | -9 | 0%
O=C(NNc1cc(Cl)cc(Cl)c1)c1cccs1 | 1% | -3% | -11% | -0.3% | ? | 1% | 4% | -8% | 0% | -4 | 2%
Cc1ccc(CSCC(=O)NCc2ccc(F)cc2)cc1 | -1% | 16%&-4% | -6% | -0.3% | 0% | 3% | -2% | -4% | -4% | 4 | 5%
CCCCNC(=O)COC(=O)c1cc(C)oc1C | 3% | -3% | -5% | 0.0% | 15% | 1% | -4% | -2% | -9% | -6 | 1%
COc1ccc(N2CCN(C(=O)CN(CCc3ccccc3)S(C)(=O)=O)CC2)cc1 | -6% | ? | 0% | -0.1% | -2% | 7% | 2% | ? | -7% | 1 | -7%
CCSc1ccc([C@@H]2[C@H]3C(=O)N(CC)C(=O)[C@H]3[C@]3(C(=O)OC)CCCCN23)cc1OC | 0% | -3% | · | -0.1% | 4% | -8% | 8% | -9% | -4% | -10 | 10%
COc1ccc(/C=C/c2nc(N)nc(-c3ccccc3O)n2)cc1OC | 4% | 0% | -1% | -0.6% | 3% | -7% | 5%[46.1 µM] | 21µM* | 0% | -26 | -2%
Cc1ccccc1OCC(=O)Nc1ccc(C)c(S(=O)(=O)N2CCCCCC2)c1 | 3% | ? | ? | 0.1% | 12% | -22% | 0% | 1.3µM* | 3% | -16 | 0%
Cn1c(=O)c2c(nc(Br)n2CCc2ccccc2)n(C)c1=O | 0% | 1% | 12% | -0.4% | 2% | -8% | 3% | ? | -5% | -16 | -13%
Cc1ccc(NC(=O)CNS(=O)(=O)c2ccc(F)cc2)cc1C | 2% | ? | -4% | -0.3% | 1% | 2% | 1% | -5% | -5% | -3 | 21%
COc1cc(NC(=O)N2CCNC2=O)cc(C(=O)Nc2cccc(C(F)(F)F)c2)c1 | 0% | 18µM* | 2% | -0.5% | -10% | 5% | -2% | ? | 0% | -8 | ?
Cc1ccc(CNC(=O)c2cc(=O)c3cc(C)ccc3o2)cc1 | 11% | 5% | -19% | 0.2% | 15% | -9% | 2% | -1% | 0% | 7 | -13%
N/C(=N\OC(=O)CC1CCCCC1)c1ccncc1 | -1% | ? | -6% | 0.3% | 2% | 0% | -3% | ? | 1% | -5 | -19%
O=C(NCc1ccco1)c1cc(-c2ccccc2)nn1CC1CC(c2cccc([N+](=O)[O-])c2)=NO1 (configuration not stated) | -23% | ? | · | -0.9% | 0% | 7% | 3% | ? | -6% | 6 | 0%
CC(SCC(=O)Nc1ccccc1)c1nc2ccccc2c(=O)[nH]1 (configuration not stated) | -1% | 3% | 0% | -0.8% | -3% | 0% | 6% | 1% | -3% | 31 | -19%
O=C(c1cc(Br)ccc1Cl)N1CCN(c2ncccn2)CC1 | 0% | -3% | 7% | -1.3% | -12% | -5% | 9% | ? | -2% | 3 | -6%
O=C(NCc1ccco1)c1ccc2c(=O)n(-c3ccccc3)c(=S)[nH]c2c1 | 2% | 7% | -2% | -0.8% | -3% | -2% | · | 2% | 1% | 12 | 10%
CN1CCN(c2ccccc2NC(=O)c2ccc(-c3ccccc3)cc2)CC1 | 1% | ? | -5% | -1.6% | -1% | -2% | 8% | ? | -6% | 0 | -6%
CC(C)(C)NC(=O)CSc1nc(N)c(NC(=O)c2ccccc2F)c(=O)[nH]1 | 1% | -1% | 2% | -0.4% | 2% | 14% | 4% | -6% | -1% | 1 | -2%
O=C(NCc1c(Cl)cccc1Oc1ccccc1)c1ccccc1 | -1% | -10% | 2% | 0.3% | 0% | -4% | -3% | -16% | -3% | -5 | 2%
Cc1cccc2sc(NC(=O)C3c4ccccc4Oc4ccccc43)nc12 | 1% | ? | -15% | 0.4% | 2%[0.46 µM] | -13% | -1% | ? | -1% | -12 | ·
COC(=O)c1ccc(NC(=O)CS(=O)(=O)c2ccccc2)cc1 | -1% | 7% | 0% | 3.1% | -4% | -9% | · | 29% | 0% | -13 | -1%
Cc1cc(C)cc(OCc2nnc(SCC(=O)NC3CC3)n2C)c1 | -5% | -2% | 9% | 0.3% | -6% | 5% | -1% | 0% | -4% | 38 | 1%

High-throughput results as filed in PubChem.
